# 14-3-3 PPI – modulators of 14-3-3 gamma protein binding, primary screen, biochemical, fluorescence polarization; 14-3-3 protein gamma (Homo sapiens), P61981; inhibition, % at 40 µM; 160,000 compounds, 0.19% hits; FP, 14-3-3gamma / TMR-pS259-Raf peptide binding; in the data active = inhibition above about 30%;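 also: 0% = protein plus tracer without compound and 100% = blank with tracer alone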
# Target sequence (P61981 whole entry, looked up): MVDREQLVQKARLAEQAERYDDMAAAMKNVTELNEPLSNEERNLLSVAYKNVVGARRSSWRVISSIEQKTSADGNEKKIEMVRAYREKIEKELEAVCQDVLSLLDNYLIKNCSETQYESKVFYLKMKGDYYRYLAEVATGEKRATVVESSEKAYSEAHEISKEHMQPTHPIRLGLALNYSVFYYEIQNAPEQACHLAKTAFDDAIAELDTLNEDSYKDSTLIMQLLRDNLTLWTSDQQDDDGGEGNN
# Starred values were filed as active, the others as inactive; & = joins results of further samples. Not all compounds are listed; count on the stated rates, not on these rows.
SMILES,14-3-3 PPI
NC1CCc2cc(O)c(O)cc2C1 (stereo unspecified),-10
CC(N)Cc1cn(C)c2ccccc12 (stereo unspecified),-3
COc1ccc(-n2c(C=Cc3ccc(Cl)cc3)nc3ccccc3c2=O)cc1,0
CN1CCN(C(=O)Cc2c(C(=O)O)[nH]c3ccc(Cl)cc23)CC1,1
CN(C)C(=O)[n+]1ccc(N(C)C)cc1,-7
C[N+](C)(C)CCOC(=O)CBr,-5
Nc1ccnn1C1CCNCC1,-4
O=c1c2ccccc2nc(Cc2ccccc2)n1-c1ccccc1,-1
C=CCOC(=O)C1=C(C)OC(N)=C(C(=O)OCC)C12C(=O)N(C)c1ccccc12 (stereo unspecified),-1
COc1ccc(-n2c(-c3ccccc3)nc3ccccc3c2=O)cc1,-11
CCC1(c2ccccc2)C(=O)N(COC)C(=O)N(COC)C1=O,3
Clc1cccc(N2CCNCC2)c1,-1
CCC(COC(=O)c1cc(OC)c(OC)c(OC)c1)(c1ccccc1)N(C)C (stereo unspecified),14
Cc1cc(CN(C)C)c(OC(=O)N(C)C)cc1C,-10
O=C(Nc1cccnc1)c1c(O)c2c(n(Cc3ccco3)c1=O)CCCC2,-36
Cc1nnc2ccc(N3CCN(C)CC3)nn12,-7
O=C(Cc1cccs1)N1CCC2(CC1)OCCO2,-4
CCN(CC)C(=O)COc1cc(C)cc2oc(=O)c3c(c12)CCCC3,3
O=C(Nc1ccc(Cl)cc1C(=O)c1ccccc1)c1ccc([N+](=O)[O-])cc1Cl,10
Cc1cc(NC(=O)COC(=O)c2c(C)nn(Cc3ccccc3Cl)c2Cl)no1,-7
CN(C)C1=NP(N(C)C)(N(C)C)=NC(c2ccccc2)=N1,-2
COc1ccc2[nH]c(C)c(CCNCc3nc[nH]c3C)c2c1,-1
CCC1CCCCN1P(=O)(c1ccc(C)o1)C(C)(C)C (stereo unspecified),-7
CCOc1ccc(-n2c(O)c(C=NCCN3CCNCC3)c(=O)[nH]c2=O)cc1,34*
O=C(Oc1ccc(Cl)cc1C(=O)Nc1ccc([N+](=O)[O-])cc1Cl)c1ccc([N+](=O)[O-])cc1,-3
# Next results
SMILES,14-3-3 PPI
O=P(O)(O)C12CC3CC(CC(C3)C1)C2,-1
Cc1cc(S(=O)(=O)NCc2ccccc2)ccc1OCC(=O)N1CCN(C)CC1,11
Cc1cc2c(C(F)(F)F)cc(=O)oc2c2c1NCCC2,1
COc1ccc(C(=O)N2CCOCC2)cc1S(=O)(=O)N1CCC(C)CC1,-4
Cc1cc(S(=O)(=O)NCC(C)C)ccc1OCC(=O)N1CCN(Cc2ccccc2)CC1,-1
COc1ccc(CCN(C)Cc2c(F)cccc2F)cc1OC,0
O=C1CCNC2CCCCC12 (stereo unspecified),-8
CC(O)CNc1ccc([N+](=O)[O-])c2cccnc12 (stereo unspecified),0
CC(=O)N1CC(=O)Nc2ccc(Br)cc2C1c1ccccc1 (stereo unspecified),-7
O=C1NC(=O)C2(C(=O)N1)C(c1ccccc1OC(F)F)NC(=O)NC2c1ccccc1OC(F)F (stereo unspecified),-1
N[C@@H](Cn1cc(I)c(=O)[nH]c1=O)C(=O)O,3
COC(=O)c1cc2c(s1)=NC=NP=2(N1CCOCC1)N1CCOCC1,-9
CC(N)C(=O)c1cccs1 (stereo unspecified),1
COc1ccc(CCN)cc1O,-7
C1=C(c2c[nH]c3ccccc23)CCNC1,-11
COc1ccc(Br)cc1CN1CCN(Cc2ccccc2)CC1,4
O=P(O)(O)C(Cl)(Cl)P(=O)(O)O,-10
CNc1ccc(C)cc1C(=O)c1cccc(Br)c1,10
Nc1ccc(S(=O)(=O)N2CCCCC2c2cccnc2)cc1 (stereo unspecified),-1
CN(C)C1=NC(N(C)C)=NP(N(C)C)(N(C)C)=N1,-5
CCC(=NCCCN(CC)CC)c1c(O)n(-c2ccccc2)c(=O)[nH]c1=O,-1
CC(C)(C)c1nc(N2CCN(C(=O)c3ccco3)CC2)c2nnn(Cc3ccccc3Cl)c2n1,-1
CCOC(=O)C1C2NC(=S)N(CCc3ccc(OC)c(OC)c3)C1(C)Oc1ccc(Br)cc12 (stereo unspecified),5
COc1ccc(Cl)cc1-n1c(C=Cc2ccccc2F)nc2ccccc2c1=O,2
C=CCOC(=O)C1C2NC(=S)N(c3ccccc3)C1(C)Oc1c(OC)cccc12 (stereo unspecified),-13

# Two compounds drawn at random from the list so far:
SMILES,14-3-3 PPI
Cc1cc(S(=O)(=O)NCc2ccccc2)ccc1OCC(=O)N1CCN(C)CC1,11
O=P(O)(O)C(Cl)(Cl)P(=O)(O)O,-10

# Next part.
SMILES,14-3-3 PPI
CCN(CC)C(=O)c1ccc(NC(=O)Cn2nc(-c3ccc(Cl)cc3)c3ccccc3c2=O)cc1,-1
CN1CCC(N2CC3CC(C2)c2cccc(=O)n2C3)CC1 (stereo unspecified),4
O=C1CSC2N1CCCNC21CCCCC1 (stereo unspecified),3
O=C1NC(=O)C2(Cc3ccccc3N3CCCC32)C(=O)N1c1cccc(Cl)c1 (stereo unspecified),-11
CN1C(=O)C(Cc2cccs2)C(=O)N(C)C1=O,-2
CCCCNc1ccc(Br)cc1C(=O)c1ccccc1,2
CCOc1ccc(-n2c(-c3ccccn3)nc3ccccc3c2=O)cc1,-25
COC(=O)c1ccc(COc2cc(C)cc3oc(=O)c4c(c23)CCCC4)o1,-24
O=C1CC(c2ccccc2)CC(O)=C1C=NCCN1CCN(C(=O)Cc2ccccc2)CC1 (stereo unspecified),-4
Cn1nc(-c2ccccc2)nc2c(=O)n(C)c(=O)nc1-2,-1
Fc1ccc(C2C=C(c3cccnc3)Nc3ncnn32)cc1 (stereo unspecified),0
CN1CCN(c2cccc3c2C(=O)c2ccccc2C3=O)CC1,-5
C=CCOC(=O)C1=C(N)OC(C)=C(C(=O)OCCOC)C12C(=O)Nc1ccccc12 (stereo unspecified),1
O=C(c1cc(=O)[nH]c2ccc(Br)cc12)N1CCC2(CC1)OCCO2,-7
CC(C)Oc1ccc(Cc2c(O)[nH]c(=O)[nH]c2=O)cc1,2&1
CC(=O)Cn1nc([N+](=O)[O-])nc1[N+](=O)[O-],0
CCN(CC)CCC(=O)OC1CC2CCC(C1)N2C (stereo unspecified),0
CS(=O)(=O)N1CCCC(C(=O)N2CCC3(CC2)OCCO3)C1 (stereo unspecified),-2
CC(=O)Nc1ccccc1OP1(=O)COc2ccccc2OC1,-10
CCC(C(=O)Nc1cccc(OC)c1)N1C(=O)CN=C(c2ccccc2)c2cc(Cl)ccc21 (stereo unspecified),0
NNC(=O)c1ccc(O)cc1,-6
O=C1C2C3C=CC(O3)C2C(=O)N1c1ccc(Br)cc1 (stereo unspecified),-69
C=CCOc1ccc(C2SCC(=O)Nc3c2c(=O)[nH]n3C(C)CC)cc1 (stereo unspecified),-4
COc1ccc(CCNCc2ccc(C(F)(F)F)cc2)cc1OC,-8
COc1cc(NC(=O)CN2C(=O)CN=C(c3ccccc3)c3cc(Cl)ccc32)cc(OC)c1OC,4

# 4 entries from above, with tabs.
Compound	14-3-3 PPI
O=C(c1cc(=O)[nH]c2ccc(Br)cc12)N1CCC2(CC1)OCCO2	-7
CC(C)Oc1ccc(Cc2c(O)[nH]c(=O)[nH]c2=O)cc1	2&1
CC(=O)Cn1nc([N+](=O)[O-])nc1[N+](=O)[O-]	0
CCN(CC)CCC(=O)OC1CC2CCC(C1)N2C (stereo unspecified)	0

# Further results.
SMILES,14-3-3 PPI
NCCc1c[nH]c2ccccc12,0
Cc1cc(C)cc(-n2c(C=Cc3ccccc3F)nc3ccccc3c2=O)c1,4
COc1ccc(NC(=O)C2c3cc(OC)c(OC)cc3C(=O)N3CCCCC23)cc1Cl (stereo unspecified),2
CN1CCN(c2cn[nH]c(=O)c2Cl)CC1,0
OC1C2CCC1C(N1CCCCC1)CC2 (stereo unspecified),-5
Oc1ccc(Br)cc1CN1CCN(c2ccccc2)CC1,-1
Cc1c(C(c2ccccc2[N+](=O)[O-])c2c(O)c3ccccc3oc2=O)c(=O)n(-c2ccccc2)n1C (stereo unspecified),1
CCOC(=O)N(CC)c1ccc(C(O)(C(=O)OCC)C(F)(F)F)cc1 (stereo unspecified),1
N=C1c2ccccc2CN1c1ccc2ccccc2c1,-2
Cc1c(C(c2ccc(O)cc2)c2c(O)c3ccccc3oc2=O)c(=O)n(-c2ccccc2)n1C (stereo unspecified),6
CC(C)CNP(=S)(c1ccccc1)C(C)(C)C (stereo unspecified),-12
COc1cc2c(cc1OC)CC(C)(C)NC2,-5
O=c1[nH]c(=O)n(Cc2ccco2)c(O)c1C=NCCN1CCOCC1,-18
CC1CN=C(Nc2cccc3ccccc23)S1 (stereo unspecified),-1&-3
CCOc1ccc(CN(CCc2ccc3c(c2)OCO3)Cc2ccc([N+](=O)[O-])cc2)cc1,-8
Cc1c(Cl)cccc1NC(=O)C1C(C)(C)C1(C)C,3
CC(=O)Nc1ccc(OC(=O)N(C)C)cc1,-5
Cc1cccc(OCC(=O)N2CCN(Cc3cccnc3)CC2)c1,-8
O=[N+]([O-])c1ccc(NCCCO)c2ncccc12,0
O[C@H]1C2CCC1C(N1CCCCC1)CC2 (stereo partly specified),3
CCC(=CC=CC1C=CC2CCCC2C1C(=O)c1ccc[nH]1)C1OC(C(C)C(=O)O)CCC1C (stereo unspecified),3
Cn1cncc1C(O)c1ccccc1 (stereo unspecified),1
CCN1CCN(Cc2cc(Br)cc(OC)c2O)CC1,2
CCCN1CCC2(CC1)NC(CO)(CO)CO2,-8&4
Nc1ccc(Br)cc1C(=O)c1ccccc1,-3

# A draw from above in order of molar mass, high to low.
SMILES,14-3-3 PPI
COc1ccc(NC(=O)C2c3cc(OC)c(OC)cc3C(=O)N3CCCCC23)cc1Cl (stereo unspecified),2
CN(C)C1=NC(N(C)C)=NP(N(C)C)(N(C)C)=N1,-5
O[C@H]1C2CCC1C(N1CCCCC1)CC2 (stereo partly specified),3
NCCc1c[nH]c2ccccc12,0

# Next part:
SMILES,14-3-3 PPI
CCCCCCOc1ccc(CN2CCN(C)CC2)cc1,-5
C[C@]12CCC3C(CC[C@H]4C[C@H](O)CC[C@]34C)C1CC[C@@H]2C(=O)CO (stereo partly specified),4
C#CCOC(=O)C1=CCCN(C)C1,-6
O=C1CC(=O)N(c2cccc(Br)c2)C(=S)N1,-232
ClC1=CCC2CN(CCN3CCCCC3)CC2C1 (stereo unspecified),1
CC(N)c1cccc(Cl)c1Cl (stereo unspecified),-2
Cc1[nH]c2c(F)cccc2c1CCN,-74
OC(c1ccccc1)(c1cccs1)C1CN2CCC1CC2 (stereo unspecified),-2
CCCCn1c(O)c(C=NC2CC3CCC2(C)C3(C)C)c(=O)[nH]c1=O (stereo unspecified),-2
CN1CCN(Cc2ccccc2C(F)(F)F)CC1,1
CC(=O)c1ccc(C(=O)Nc2ccc(Cl)cc2C(=O)c2ccccc2)cc1,0
NC(=O)CN1C2CCC1CC(NC(=O)C1CC1)C2 (stereo unspecified),-8
COc1ccc(Cl)cc1NC(=O)C1c2ccccc2C(=O)N2CCCCC12 (stereo unspecified),2
COc1ccc(Br)cc1CN1CCN(Cc2ccc(C)cc2)CC1,6
CCCCn1c(O)c(C(C)=NC(C)c2ccccc2)c(=O)[nH]c1=O (stereo unspecified),-4
Clc1ccccc1C1C=C(c2cccnc2)Nc2ncnn21 (stereo unspecified),0
COC(=O)C1C2c3ccccc3OC1(C)N=c1s/c(=C/c3cn(C)nc3C)c(=O)n12 (stereo unspecified),-1
COc1ccc(-n2c(C=Cc3cccc(C)c3)nc3ccccc3c2=O)cc1,1
c1ccc2c3c([nH]c2c1)CNCC3,-8
COC(=O)CC1NC2CCCCC2NC1=O (stereo unspecified),5
CCOC(=O)c1c(C)c(C(=O)N2CCC3(CC2)OCCO3)c(C)n1CC,-9
CCCCCCOC(=O)c1ccccc1N,3
CC1SC2(CN3CCC2CC3)NC1=O (stereo unspecified),2
Cc1cccc(CN2C(=O)C(C)N=C(c3ccccc3)c3ccccc32)c1 (stereo unspecified),0
CCN1CCN(C(=O)COc2ccc3c(c2)C(=O)CC2(CCN(C(C)=O)CC2)O3)CC1,-3

# Individual results from the entries so far.
# 14-3-3 PPI with Cc1cccc(CN2C(=O)C(C)N=C(c3ccccc3)c3ccccc32)c1 (stereo unspecified) : 0
# 14-3-3 PPI with CCCCn1c(O)c(C=NC2CC3CCC2(C)C3(C)C)c(=O)[nH]c1=O (stereo unspecified) : -2
# 14-3-3 PPI with CCCCn1c(O)c(C(C)=NC(C)c2ccccc2)c(=O)[nH]c1=O (stereo unspecified) : -4
# 14-3-3 PPI with NC(=O)CN1C2CCC1CC(NC(=O)C1CC1)C2 (stereo unspecified) : -8
# 14-3-3 PPI with CC(=O)c1ccc(C(=O)Nc2ccc(Cl)cc2C(=O)c2ccccc2)cc1 : 0
# 14-3-3 PPI with COc1ccc(-n2c(C=Cc3cccc(C)c3)nc3ccccc3c2=O)cc1 : 1
# 14-3-3 PPI with COc1ccc(Br)cc1CN1CCN(Cc2ccc(C)cc2)CC1 : 6

# Following part.
SMILES,14-3-3 PPI
CCN(CC)CCNc1ccc([N+](=O)[O-])c2cccnc12,-9
CCC(=NCc1ccc2c(c1)OCO2)c1c(O)n(C)c(=O)n(C)c1=O,-4
CCC1(C(=O)c2ccc(C(C)(C)C)cc2)C2c3cc(Br)ccc3OC(=O)C21C(=O)OC (stereo unspecified),8
Cc1ccc(-n2c(C=Cc3ccco3)nc3ccc(I)cc3c2=O)cc1,-170
COc1ccccc1CN1CCN(Cc2cc(Br)ccc2O)CC1,-6
COc1ccc(OC)c(C(c2c(O)c3ccccc3oc2=O)c2c(O)c3ccccc3oc2=O)c1,-10
CCOC(=O)CC1=C(C(=O)OCC)C2(C(=O)N1)C(C(=O)OC)=C(N)Oc1ccccc12 (stereo unspecified),3
O=C(c1ccccc1)c1cc(Br)ccc1NC(=O)c1c(O)c2ccccc2[nH]c1=O,0
COc1ccc(CNCCc2cccc(F)c2)c(OC)c1C,-4
CC(=O)OC1C2CCC1C(N1CCCCC1)CC2 (stereo unspecified),-6
O=C(Cn1cc(C(=O)c2ccccc2)c2ccccc21)NCc1ccco1,-1
COc1ccc(-n2c(C=Cc3cccnc3)nc3ccccc3c2=O)cc1Cl,-17
CC(=O)c1c(O)c(C)c(O)c(Cc2c(O)c3c(c(C(=O)/C=C/c4ccccc4)c2O)OC(C)(C)C=C3)c1O,-2
CC(=C1C(=O)c2ccccc2C1=O)N1CCN(CCN=Cc2c(O)n(C)c(=O)n(C)c2=O)CC1,-13
